Screens as filed in PubChem.
ADAM17 inh – inhibitors of human ADAM17; P78536; recombinant ADAM17, EDANS/DABCYL FRET peptide cleavage; inhibition, % at 6.95 µM; 0.83% of 370,000 active; AID 720648;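 active = inhibition above the mean of compounds lying between control limits plus 3 SD, set per campaign, cut at about 8.5% in these data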;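 also: 0% = DMSO-only wells as the low control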
Target sequence (P78536 215-824 limits assumed): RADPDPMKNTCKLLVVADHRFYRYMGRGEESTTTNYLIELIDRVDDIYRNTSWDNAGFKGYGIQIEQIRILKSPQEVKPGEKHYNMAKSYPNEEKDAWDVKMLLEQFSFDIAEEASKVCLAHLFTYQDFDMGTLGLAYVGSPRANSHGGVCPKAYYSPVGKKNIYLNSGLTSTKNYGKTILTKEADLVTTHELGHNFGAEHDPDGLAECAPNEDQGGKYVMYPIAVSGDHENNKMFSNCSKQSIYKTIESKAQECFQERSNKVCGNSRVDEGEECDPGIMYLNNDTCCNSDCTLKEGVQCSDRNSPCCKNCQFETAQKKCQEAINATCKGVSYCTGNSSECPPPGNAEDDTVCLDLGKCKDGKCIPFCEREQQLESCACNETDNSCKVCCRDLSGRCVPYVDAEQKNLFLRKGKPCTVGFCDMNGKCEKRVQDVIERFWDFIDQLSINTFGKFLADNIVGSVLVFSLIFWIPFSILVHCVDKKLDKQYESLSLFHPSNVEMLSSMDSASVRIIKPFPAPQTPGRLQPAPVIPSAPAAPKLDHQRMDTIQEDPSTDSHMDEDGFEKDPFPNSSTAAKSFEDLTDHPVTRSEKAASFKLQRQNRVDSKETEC
ssDAF12 agonist – S. stercoralis DAF-12 activation, primary screen | HEK293 ssDAF-12/GRIP1 lit1-tk-luc reporter, luminescence; % of 3 µM dafachronic acid response | activation, % at 6.8 µM | 1% of 370,000 active | AID 652126;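 active = activation above the mean over all tested compounds plus 3 SD, cut at about 0.9% in these data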;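 also: 0% = DMSO-only wells and 100% = 3 µM delta7-dafachronic acid wells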
SMARCA2 act – activators of SMARCA2 function | 1% of 370,000 active | MG213 cells, MMTV-luciferase reporter, dexamethasone, overnight | activation, % at 9.1 µM | AID 652017; in the data active = activation above about 7.8%;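 also: 0% = vehicle wells and 100% = reference activator wells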
hgDAF-12 ag – activates the H. glycines DAF-12 receptor ligand-binding domain. HEK293 GAL4-hgDAF12 UAS-luciferase reporter, agonist luminescence; normalized to butyrate control. activation, % at 6.8 µM. 1.8% of 370,000 active. AID 687014;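 active = activation above a cutoff set at the mean of all screened compounds plus 3 SD, cut at about 10% in these data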;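 also: 0% = DMSO wells and 100% = sodium butyrate wells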
hcDAF12 agonist – H. contortus DAF-12 activation, primary screen | activation, % at 6.8 µM | HEK293 hcDAF-12 lit1-tk-luc reporter, luminescence; 0% DMSO, 100% Δ7-dafachronic acid | 1.4% of 370,000 active | AID 652067;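 active = activation above the mean of all tested compounds plus 3 SD, cut at about 5.5% in these data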;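 also: 100% = response to 3 µM Δ7-dafachronic acid high control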
MBD2 inh – blocks human MBD2 binding to methylated DNA | Q9UBB5 | TR-FRET, MBD2 binding to methylated oligonucleotide | inhibition, % at 4.4 µM | 0.31% of 370,000 active | AID 686964; in the data active = inhibition above about 13%
DAX1 inh-1 – blocks DAX1 repression of SF-1 activated StAR promoter; 1.1% of 370,000 active; AID 652010; HEK293T StAR-luciferase reporter, SF-1/DAX-1 repression relief; inhibition, % at 6.8 µM;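 active = inhibition above the mean over all tested compounds plus 3 SD, cut at about 3.6% in these data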;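 also: 0% = DAX-1 cells with DMSO and 100% = cells lacking DAX-1 with DMSO; higher inhibition means more luminescence from relief of DAX-1 repression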
PLC-gamma1 inh – inhibitors of human phospholipase C gamma1; 0.84% of 370,000 active; purified PLC-gamma1, fluorogenic substrate, fluorescence; inhibition, % at 12.2 µM; in the data active = inhibition above about 9.5%
NR1D1 modulator – modulators of human Rev-erb alpha DNA binding; P20393; Rev-erbα–FITC-DNA binding, fluorescence polarization, 90 min; activity, % at 10 µM; 0.79% of 370,000 active;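 active = activity above about 14%, limit read from the data; passing the limit was not always enough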;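 also: 0% = DMSO wells with 35 nM protein and 100% = DMSO wells with 750 nM protein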
DAX1 inh-2 – inhibitors of human orphan nuclear receptor DAX1 (NR0B1). 0.99% of 340,000 active. P51843. HEK293 Gal4-DAX1 luciferase reporter, luminescence. AID 504766. inhibition, % at 6.75 µM;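 active = inhibition above the mean over all tested compounds plus 3 SD, cut at about 4.2% in these data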;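 also: 0% = DAX1-transfected cells with DMSO and 100% = empty-vector control cells with DMSO; inhibition shows as a rise in luminescence from relieved DAX1 repression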
Target sequence (P51843 207-470 limits assumed): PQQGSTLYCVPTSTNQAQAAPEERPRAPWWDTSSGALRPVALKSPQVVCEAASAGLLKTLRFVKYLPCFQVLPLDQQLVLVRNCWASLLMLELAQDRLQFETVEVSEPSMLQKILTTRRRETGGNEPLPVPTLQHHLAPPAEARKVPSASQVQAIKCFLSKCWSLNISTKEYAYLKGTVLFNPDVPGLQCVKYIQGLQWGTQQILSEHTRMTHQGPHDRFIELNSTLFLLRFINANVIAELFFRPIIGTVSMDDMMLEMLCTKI
PLC-beta3 inh – inhibitors of human phospholipase C beta3; 0.18% of 370,000 active; Purified PLC-beta3, fluorogenic substrate, fluorescence; inhibition, % at 12.2 µM; in the data active = inhibition above about 11%;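 also: 0% = median of compound wells on plate and 100% = full blocker control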
Numbers without * were called inactive; / = no result given. Random draw from the library. Share with any hit: about 7.4%.

SMILES | ADAM17 inh | ssDAF12 agonist | SMARCA2 act | hgDAF-12 ag | hcDAF12 agonist | MBD2 inh | DAX1 inh-1 | PLC-gamma1 inh | NR1D1 modulator | DAX1 inh-2 | PLC-beta3 inh
Cc1ccc(S(=O)(=O)Nc2c(C)nn(C)c2C)cc1C | -7 | -0.9 | -2 | -4.7 | -1.8 | 0 | -3.1 | 1 | -3 | -2.5 | -4
Cc1nn(Cc2ccccc2Cl)c(Cl)c1/C=C/C(=O)OCC(=O)NC1CCS(=O)(=O)C1 (stereo unspecified) | 1 | -1.0 | 0 | -0.3 | -0.7 | 0 | 0.3 | -2 | 5 | -0.9 | -1
COc1cccc(OC)c1OCCCCc1c(C)n[nH]c1C | 1 | -1.1 | 2 | -1.2 | -2.2 | 3 | 0.3 | -1 | 3 | 0.7 | 3
O=C1N/C(=N\S(=O)(=O)Cc2ccccc2)S/C1=C/c1cccc([N+](=O)[O-])c1 | -2 | -1.6 | -3 | 0.3 | -1.0 | -1 | 0.3 | -4 | 0 | -0.5 | -13
Cc1onc(-c2c(Cl)cccc2Cl)c1/C(N)=N/OC(=O)C1CC1 | 1 | -0.7 | 0 | -0.4 | 0.7 | -4 | -0.8 | 2 | 4 | 1.2 | -1
CCCC[C@H]1C2CC(OC(=O)Nc3ccc(Br)cc3)C(C2)[C@H]2CCCCN21 (stereo partly specified) | 1 | -0.9 | 0 | 0.2 | 0.8 | -7 | 0.7 | 2 | 4 | / | -1
COc1nc2ccccc2nc1CCC(=O)O | -46 | -0.7 | -4 | 2.1 | -0.2 | 2 | 1.2 | -17 | 2 | -0.3 | -26
Cc1sc(NC(=O)Cn2[nH]c(=O)c3ccccc3c2=O)nc1-c1ccccc1 | -1 | -1.9 | 3 | 3.2 | 1.3 | 3 | 0.5 | -7 | -1 | -0.2 | -12
CN(C)S(=O)(=O)N1C(=O)c2ccccc2C1=O | 4 | -1.6 | 0 | 0.7 | 0.1 | -11 | 0.4 | 2 | -5 | 3.3 | 1
CC1(C)CC(=O)C=C(c2ccc(Oc3ccccc3)cc2)C1=O | 0 | -1.1 | -4 | 0.2 | -0.5 | 3 | -2.1 | 1 | 2 | 0.2 | 1
N#Cc1nc(-c2ccco2)oc1N1CCN(c2ccccc2)CC1 | 0 | -1.4 | -4 | 0.0 | -2.3 | 2 | -0.5 | -4 | 4 | 1.0 | -7
COc1ccc(/C=C/C(=O)OCC(=O)Nc2ccc(OC)c(S(=O)(=O)N3CCCCC3)c2)cc1 | 7 | -0.8 | 0 | -0.6 | 0.7 | -3 | 1.2 | 0 | 3 | -2.5 | 1
O=C(O/N=C1\CCS(=O)(=O)c2sccc21)c1ccccc1 | -2 | -0.5 | 2 | 0.4 | 1.6 | 4 | 0.5 | -1 | 3 | 1.2 | -2
CN(C)c1ccc(/C=N/n2c(C3CCCCC3)n[nH]c2=S)cc1 | -3 | -0.8 | -3 | 0.6 | -1.1 | 3 | 0.5 | 2 | -6 | -1.3 | -6
NC(=NCc1ccco1)NC(=O)c1ccccc1 | -2 | -1.0 | 2 | 4.2 | 0.2 | -2 | -0.1 | 2 | 5 | -0.2 | 5
N#CCCN1CCC(N)=NC1=NC#N | -6 | -1.2 | -2 | 4.2 | -0.9 | 2 | 0.1 | 1 | -4 | / | 3
CC(C)(C)C1CCc2onc(C(=O)Nc3cccnc3)c2C1 (stereo unspecified) | -3 | -1.0 | 0 | -1.4 | -2.0 | 1 | -0.1 | -2 | -5 | -0.7 | 0
COC(=O)CCC(=O)Nc1sc2c(c1C#N)CCCC2 | 0 | -0.7 | 3 | 5.0 | -0.5 | -2 | -0.5 | 2 | 2 | 0.9 | -1
COc1ccc(OC2(C)CCN(Cc3ccc(-c4ccccc4)o3)C2)cc1 (stereo unspecified) | -2 | -0.6 | -2 | 2.6 | 0.3 | 1 | -0.5 | 0 | 5 | / | -2
Cc1ccc(Nc2c(-c3ccc(N(C)C)cc3)nc3ncccn23)cc1 | -1 | -0.8 | 1 | -0.6 | 2.3 | 3 | 0.6 | -19 | -1 | -1.3 | -29
CCN(CC)S(=O)(=O)c1ccc(N2CCOCC2)c(NC(=O)c2cc(-c3ccccn3)nc3ccccc23)c1 | -5 | -0.6 | -2 | -3.4 | 0.2 | 2 | -1.0 | 0 | -1 | -3.2 | -9
Cn1cc(Cc2ccc(C(=O)NCc3ccccc3)cn2)c2ccccc21 | -11 | -0.7 | -1 | -2.4 | -0.3 | -3 | -0.7 | -14 | -2 | / | -19
COc1ccccc1OCCn1cc(C(=O)c2ccco2)c2ccccc21 | 0 | -1.2 | -3 | -3.1 | -2.8 | 6 | -1.4 | -12 | 4 | 0.4 | -15
O=C1Cn2c(nc3ccccc32)N1c1ccccc1F | -4 | -0.4 | 2 | -0.1 | 2.8 | -1 | 0.3 | 0 | 0 | 1.0 | 1
c1cc2ccc3ccc(-n4cnnn4)c4ccc(c1)c2c34 | -91 | -1.7 | 8.7* | 1.0 | -1.8 | -3 | -0.8 | -277 | -23 | 0.2 | -441
Cn1c(=O)c2c(-c3ccccc3)n(CCCN3CCOCC3)cc2n(C)c1=O | -9 | -1.3 | 0 | 0.5 | -1.6 | 2 | 0.4 | -7 | 2 | -0.1 | -11
CCOC(=O)c1cccc(Nc2ncnc3ccc(C)cc23)c1 | -2 | -1.5 | 0 | -2.5 | -2.1 | -2 | -1.6 | -71 | 7 | -0.8 | -76
N/C(=N\OC(=O)CCCOc1ccc(Cl)cc1Cl)c1ccncc1 | -1 | -2.0 | 0 | -3.0 | -2.0 | 2 | -0.5 | -1 | -4 | -0.8 | -4
CCc1nc2nc(C)c(NS(=O)(=O)c3ccc(Br)s3)c(=O)n2[nH]1 | -6 | -0.7 | -3 | 0.8 | -1.9 | 2 | -0.2 | 1 | 4 | -0.9 | -12
COc1ccc(-c2[nH]ncc2CN2CCSCC2)c(OC)c1 | 3 | -1.1 | 5 | -0.1 | -0.9 | 2 | -0.5 | 2 | -2 | 0.9 | 1
Cc1ccc(C(=O)CS(C)(=O)=O)cc1 | -2 | -0.5 | 3 | -0.9 | 0.9 | 1 | -0.3 | -23 | 0 | -1.1 | -26
Cc1csc(NC(=O)C(C)N2C(=O)c3ccccc3S2(=O)=O)n1 (stereo unspecified) | 1 | -1.1 | 0 | 0.1 | -0.7 | 0 | -0.6 | 3 | -5 | 0.3 | -6
Cn1ncc([N+](=O)[O-])c1C(=O)Nc1nccs1 | 0 | -0.9 | -2 | -1.1 | 0.4 | 3 | -0.3 | 0 | -7 | -0.2 | 4
COc1ccc([C@@H]2[C@@H]3C(=O)N(C(C)(C)C)C(=O)[C@@H]3[C@]3(Cc4ccccc4)C(=O)N(c4cccc(Cl)c4)C(=O)N23)cc1 | 9.8* | -0.7 | 2 | 2.8 | -2.1 | 3 | -0.2 | 9.6* | 6 | -0.5 | -1
COc1ccc(-c2nc(SC)n(C)c(=O)c2C#N)cc1OC | -3 | -1.6 | -1 | -3.1 | -1.6 | 2 | -1.6 | -123 | 1 | -1.2 | -148
CC(C)NC(=O)CN(Cc1ccc(F)cc1)C(=O)CCC(=O)Nc1nccs1 | 1 | -0.8 | -2 | 0.6 | 0.7 | -5 | 0.1 | 2 | -1 | 0.6 | -7

Not a retest: an excerpt of the list.
SMILES | ADAM17 inh | ssDAF12 agonist | SMARCA2 act | hgDAF-12 ag | hcDAF12 agonist | MBD2 inh | DAX1 inh-1 | PLC-gamma1 inh | NR1D1 modulator | DAX1 inh-2 | PLC-beta3 inh
COc1ccc(-c2[nH]ncc2CN2CCSCC2)c(OC)c1 | 3 | -1.1 | 5 | -0.1 | -0.9 | 2 | -0.5 | 2 | -2 | 0.9 | 1
Cc1ccc(C(=O)CS(C)(=O)=O)cc1 | -2 | -0.5 | 3 | -0.9 | 0.9 | 1 | -0.3 | -23 | 0 | -1.1 | -26
Cc1csc(NC(=O)C(C)N2C(=O)c3ccccc3S2(=O)=O)n1 (stereo unspecified) | 1 | -1.1 | 0 | 0.1 | -0.7 | 0 | -0.6 | 3 | -5 | 0.3 | -6
Cn1ncc([N+](=O)[O-])c1C(=O)Nc1nccs1 | 0 | -0.9 | -2 | -1.1 | 0.4 | 3 | -0.3 | 0 | -7 | -0.2 | 4
COc1ccc([C@@H]2[C@@H]3C(=O)N(C(C)(C)C)C(=O)[C@@H]3[C@]3(Cc4ccccc4)C(=O)N(c4cccc(Cl)c4)C(=O)N23)cc1 | 9.8* | -0.7 | 2 | 2.8 | -2.1 | 3 | -0.2 | 9.6* | 6 | -0.5 | -1
COc1ccc(-c2nc(SC)n(C)c(=O)c2C#N)cc1OC | -3 | -1.6 | -1 | -3.1 | -1.6 | 2 | -1.6 | -123 | 1 | -1.2 | -148
CC(C)NC(=O)CN(Cc1ccc(F)cc1)C(=O)CCC(=O)Nc1nccs1 | 1 | -0.8 | -2 | 0.6 | 0.7 | -5 | 0.1 | 2 | -1 | 0.6 | -7

Going on with the list:
SMILES | ADAM17 inh | ssDAF12 agonist | SMARCA2 act | hgDAF-12 ag | hcDAF12 agonist | MBD2 inh | DAX1 inh-1 | PLC-gamma1 inh | NR1D1 modulator | DAX1 inh-2 | PLC-beta3 inh
CCOC(=O)C1C(c2ccccc2O)NC(=O)NC1(O)C(F)(F)F (stereo unspecified) | -5 | -1.3 | -1 | -1.3 | -1.5 | -3 | -0.4 | 1 | -6 | 0.1 | -4
CSc1nnc(NC(=O)c2nc(S(=O)(=O)Cc3ccccc3)ncc2Cl)s1 | 5 | -1.1 | -13 | -1.9 | -1.4 | -4 | -0.2 | -2 | 2 | 0.4 | -6
COc1ccc(CCN=C(NS(=O)(=O)c2ccccc2)c2ccccc2)cc1OC | -3 | -1.2 | -3 | -1.9 | -0.6 | 0 | -1.2 | -1 | 5 | -0.1 | 3
CSc1ccc(/C=C2\NC(=O)NC2=O)cc1 | -14 | -1.3 | -2 | 0.4 | -0.7 | 2 | 0.5 | -52 | -2 | / | -70
NC(=S)N=Nc1c(O)n(Cc2ccc(Br)cc2)c2ccccc12 | 4 | -0.7 | -3 | -2.3 | 5.0 | -3 | -0.5 | 5 | 2 | 1.8 | -5
CC(C#Cc1c([C@@H](C)Oc2ccccc2)nnn1Cc1ccccc1)Oc1ccccc1 (stereo partly specified) | -3 | -1.3 | -1 | -1.5 | -0.8 | 7 | 0.8 | 0 | -4 | 0.8 | -1
CSC1=NCCN1C(=O)c1cccc(Br)c1 | 1 | -0.7 | -2 | -1.7 | -1.1 | 3 | -0.8 | 6 | -2 | 0.0 | 4
O=c1[nH]nc(SCc2ccccc2)n1C1CC2C=CC1C2 (stereo unspecified) | -1 | -0.7 | -2 | 0.9 | -2.1 | 2 | -0.4 | 1 | -5 | 1.2 | -4
Cc1ccc(OCCC(=O)Nc2ccc(C)c(F)c2)cc1 | -2 | -1.6 | -3 | -3.0 | -1.7 | 3 | 0.7 | 2 | -1 | 0.5 | -6
CCCN(Cc1cc(=O)[nH]c2ccccc12)C(=O)CC | -8 | -0.2 | -3 | -2.0 | 0.7 | 4 | 0.4 | -2 | -3 | 1.5 | -9
Cc1cc(OCc2nn[nH]n2)c2c(C)c(Cc3ccccc3)c(=O)oc2c1 | -240 | -0.7 | 0 | 0.9 | -0.6 | -1 | -0.9 | -242 | 9 | 1.0 | -293
CCOC(=O)c1ccc(NC(=O)CCS(=O)(=O)Cc2ccccc2)cc1 | -1 | -1.1 | -1 | 1.6 | -0.5 | 1 | -0.4 | -1 | 3 | 0.7 | -4
